Source: PubChem BioAssay
PglD DTNB – PglD (C. jejuni) enzyme inhibition; purified PglD enzyme, DTNB colorimetric CoA detection; inhibition, % at 12.5 µM; actives 0.098% (n = 360,000); AID 602405; in the data active = inhibition above about 16%, passing the limit was not always enough; note: strong numbers were not always called active
Cneo AK release – Cryptococcus neoformans lysis via adenylate kinase release; C. neoformans lysis, adenylate kinase release luminescence, 4 h; normalised: neutral wells 0, clomiphene wells 100; lysis activity, % at 15 µM; actives 0.2% (n = 360,000); AID 651654;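 active = mean lysis activity across replicates of at least 80%, whatever share of replicates individually reach that level; inactive = mean lysis activity below 80%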
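Schedule: static 4 h at 37 °C with compound, 1 h detection; system: C. neoformans cells; benchmarks: Clomiphene as positive control; buffer or medium: fresh YPD medium; measure: luminescence rise reflecting yeast cell lysis; measured by: luminescent adenylate kinase detection reagent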
INS-1E GSIS act – GLuc luminescence reporter in INS-1E cells, primary screen for activators of glucose-dependent secretion of insulin | activation, % at 16.6 µM | INS-1E GLuc reporter insulin secretion, 2-3 h | actives 0.61% (n = 370,000);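 active = lowest replicate activation of at least 40%, so every replicate reaches that level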;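 note: 0% = median of neutral control wells and 100% = median of IBMX positive control wells; some compounds called inactive have numbers as strong as hits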
F508del corr – correctors of CFTR F508del function in bronchial epithelial cells; CFBE cells, YFP halide quenching; stimulated with forskolin plus potentiator P3; % fluorescence drop versus neutral controls; actives 0.36% (n = 350,000); activity (quench increase), % at 7.58 µM; AID 720511;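 active = mean added fluorescence quench of at least 8% versus neutral control, with both replicates also reaching 8%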;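 note: cells transiently co-express mutant CFTR-F508del with the halide-sensitive YFP; corrector assay measuring rescue of mutant channel to the surface after 24 h compound exposure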
PGC1a acetyl inh – PGC1a acetylation modulation, inhibitor mode; AID 651687; U2OS PGC1a acetylation, AlphaScreen anti-acetyl-lysine; with virally co-expressed GCN5 acetyltransferase; inhibition, % at 15.6 µM; actives 0.17% (n = 350,000);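 active = every replicate shows inhibition of at least 40%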;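 note: 0% = neutral control wells and 100% = positive control wells; some results beyond the cut were filed as inactive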
Statin myotox sup – suppression of simvastatin myotoxicity | rescue of ATP level, % at 7.49 µM | C2C12 myotubes + simvastatin, ATP luminescence, 48 h; scaled: DMSO 0, geranylgeraniol control 100 | AID 602340 | actives 0.78% (n = 330,000);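 active = mean ATP rescue above about 67%, or every replicate alone reaching that limit, limit read from the data, passing the limit was not always enough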;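 note: myotubes were challenged with 10 µM simvastatin during compound exposure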
FN deposit inh – fibronectin deposition inhibition | AH1F fibroblasts, Alexa488-fibronectin deposition fluorescence, overnight | inhibition, % at 12.6 µM | actives 0.086% (n = 350,000) | AID 743247;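 active = mean inhibition across replicates of 30% or more, regardless of how many single replicates reach that level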;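 note: positive control wells lacked labelled fibronectin entirely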
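Material: AH1F fibroblast monolayer depositing Alexa488-labelled fibronectin into matrix | Input: 10000 AH1F cells/well | Medium: DMEM plus 2% serum, read in PBS | Reagent: Alexa488-fibronectin, 24 nM final in well | Compound dosing: One dose per compound, pinned | Schedule: 1 h adhesion, overnight exposure | Measured by: Fluorescence at 485 nm excitation, 525 nm emission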
miR122 inh – inhibitors of miR-122 in Huh7 cells. Huh7 miR-122 Renilla luciferase sensor, 48 h; neutral wells = 0, positive control = 100. activation (reporter increase), % at 12.5 µM. actives 0.3% (n = 340,000);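 active = mean replicate activation score at least 90 and every replicate individually at or above 90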;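 note: higher luciferase means less miR-122 activity so hits act as miR-122 inhibitors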
* hit, by the source's call; nt = no result given; & = joins results of further samples; [ ] = dose if it differs, or a comment.

Values in the order – PglD DTNB, Cneo AK release, INS-1E GSIS act, F508del corr, PGC1a acetyl inh, Statin myotox sup, FN deposit inh, miR122 inh
CCn1c(C)nc2cc(C(=O)N/N=C/c3ccccc3C)ccc21
    -4.1, -2.1, -9.1, -6.4, 16.7, -8.7, -2.8, -4.1
CC(C)Cn1c(Cc2ccccc2)n[nH]c1=S
    6.7, 1.8, 55.2*, 0.8, 8.6, -9.8, nt, -1.8
Cc1[nH]c2ccccc2c1C=NNC(=O)c1cc(-c2cccnc2)nc2ccccc12
    -1.7, 1.0, 57.6, -1.5, 3.1, 7.6, 10.0, -2.5
Nc1ccc(C(=O)N/N=C\c2cc(N=Nc3cccc4ccccc34)ccc2O)cc1
    -2.1, 1.3, nt, nt, -0.5, -11.0, 13.0, -24.8
CCCC(C(=O)Nc1ccncc1)c1ccccc1 (stereo not drawn)
    3.1, -0.4, -27.5, 2.4, -3.4, nt, 9.7, -1.0
COc1ccc(NC(=O)NNC(=O)c2ccc3ccccc3c2O)c(OC)c1
    -6.1, 2.0, -8.4, -1.0, 0.8, 3.6, nt, -4.1
Cc1cc(C)n(CC(C)NCc2cn[nH]c2-c2ccc(C)c(C)c2)n1 (stereo not drawn)
    -9.4, 4.6, 1.3, -1.3, 1.6, -0.7, -10.4, -1.1
CCC(=O)N1C[C@H](O)COC[C@H]2O[C@H](CC(=O)NCC3CCCCC3)CC[C@@H]21
    6.8, -1.5, 9.2, 1.4, -7.0, 7.6, 9.7, -0.7[16.7 µM]
O=S(=O)(c1cccc(F)c1)N1[C@@H]2CNC[C@H]1C2c1ccc(-c2ccncc2)cc1 (stereo partly drawn)
    nt, nt, 2.8&-8.9, 1.4, -12.0, nt, -5.4&-2.3, nt
COc1ccccc1-c1cn(CC[C@@H]2CC[C@@H](NC(=O)CCN3CCCCC3)[C@H](CO)O2)nn1
    0.7, -0.6, 3.0, -0.2, -2.1, -0.8, 3.4, nt
O=C(O)c1cc(N2C(=O)CCC2=O)ccc1NCc1cccnc1
    4.1, 1.9, 7.6, 1.8, 1.2, 14.6, 0.8, 5.5
COc1cccc(C(=O)NCC2CCCN(C(=O)c3ccc(C=O)cc3)C2)c1OC (stereo not drawn)
    1.0, -0.7, -1.6, -1.1, -5.9, nt, 4.1, 2.3
COC(=O)C[C@@H]1CC[C@H]2[C@@H](COc3ccc(NC(=O)c4cccs4)cc3C(=O)N2C)O1
    0.7, 4.0, 0.8, -0.4, -0.6, 2.5, -2.2, -4.2[16.7 µM]
O=C(C[C@@H]1CC[C@@H](NS(=O)(=O)c2ccccc2)[C@H](CO)O1)NCc1ccncn1
    -2.0, 5.5, 17.7, -4.0, 6.1, -7.4, nt, nt
O=C(NCc1ccccn1)c1cc(Br)ccc1Cl
    nt, nt, 2.8, -1.8, 12.5, nt, -1.0, 3.7
O=C(COC(=O)c1cccnc1SCC(=O)NCc1ccccc1)NCc1ccccc1
    2.6, -1.7, nt, nt, -6.0, 3.9, nt, 9.2
Cc1cccc(CS(=O)(=O)Cc2ccc(C(=O)NCCN3CCCCC3C)o2)c1 (stereo not drawn)
    -1.6, -1.1, nt, nt, -1.6, -7.5, nt, -6.4
CCOC(=O)c1ccc(NC(=O)Cn2nnc3ccccc32)cc1
    0.5, -7.5, -26.6, nt, -14.5, 7.6, nt, -5.1
Cc1ccc(S(=O)(=O)NCC(=O)N(CC(=O)NC2CCCC2)CC2CCCO2)cc1 (stereo not drawn)
    6.0, -0.8, 7.8, 0.9, nt, 1.7, -14.6, 0.9
Cc1noc(C)c1C(=O)OCC(=O)NCc1ccccc1
    -1.4, 2.0, 13.0, -0.3, -24.1, -7.3, 1.7, nt
CC1(C)C(=O)Nc2ccccc2N1C(=O)COC(=O)Cc1c(F)cccc1Cl
    0.8, 1.7, 0.3, -0.6, -17.6, 7.5, 2.5, -0.5
COc1ccc(CCNC(=O)c2ccc(OCc3c(C)noc3C)c(OC)c2)cc1
    0.2, 0.1, -0.2, 0.6, -4.6, -3.1, -1.7, 4.2
CN(C)CCCNC(=O)C[C@H]1CC[C@H]2[C@@H](COC[C@H](O)CN2CC2CCCC2)O1
    0.3, 0.0, 14.7, 0.8, 1.3, -7.3, 5.0, -1.7[16.7 µM]
C[C@H]1CN([C@@H](C)CO)C(=O)CCCn2cc(nn2)CO[C@H]1CN(C)Cc1ccc(C(F)(F)F)cc1
    1.9, 30.3, 1.3, 0.9, 20.0, -7.1, -3.7, -2.3[16.7 µM]
Cc1cccc(S(=O)(=O)N2CC[C@@H]3[C@H]2c2cc(-c4ccccc4F)ccc2N[C@@H]3CO)c1
    1.4, -5.8, 4.4, 1.9, -0.5, 43.0, 2.8, 10.3[16.7 µM]
COCCn1nc2cc(C(=O)NCc3cc(C(F)(F)F)cc(C(F)(F)F)c3)ccc2c1OC
    -1.7, -2.9, 3.7, -1.8, 12.0, -8.5, -3.3, -1.0
CCCC(=O)c1cc2c(cc1NC(=O)c1cccs1)OCCO2
    2.0, 0.6, nt, nt, -8.3, 11.8, -7.5, 12.8
S=C(c1ccc(OCc2ccccc2)cc1)N1CCCC1
    -1.8, -6.7, nt, -0.9, nt, -5.7, -3.3, nt
Cc1ccc(N2C(=O)N(CC(=O)c3cc(C)ccc3C)C(=O)C2C)cc1 (stereo not drawn)
    -0.4, 1.1, -22.2, nt, -27.6, -16.3, 3.6, 3.4
C[C@H]1CCCCO[C@@H](CN(C)C)[C@@H](C)CN([C@@H](C)CO)C(=O)c2cc(NC(=O)c3ccncc3)ccc2O1
    -2.9, -1.7, 15.1, 1.4, -6.8, -26.4, nt, -2.2[16.7 µM]

The list goes on, starting with the last 2 of the part before.
Values in the order – PglD DTNB, Cneo AK release, INS-1E GSIS act, F508del corr, PGC1a acetyl inh, Statin myotox sup, FN deposit inh, miR122 inh
Cc1ccc(N2C(=O)N(CC(=O)c3cc(C)ccc3C)C(=O)C2C)cc1 (stereo not drawn)
    -0.4, 1.1, -22.2, nt, -27.6, -16.3, 3.6, 3.4
C[C@H]1CCCCO[C@@H](CN(C)C)[C@@H](C)CN([C@@H](C)CO)C(=O)c2cc(NC(=O)c3ccncc3)ccc2O1
    -2.9, -1.7, 15.1, 1.4, -6.8, -26.4, nt, -2.2[16.7 µM]
COc1ccc(S(=O)(=O)Nc2ccc3c(c2)C(=O)N([C@H](C)CO)C[C@@H](C)[C@H](CN(C)Cc2ccc4c(c2)OCO4)OCCCC[C@H](C)O3)cc1
    3.1, 6.9, -16.1, 4.0, -7.5, -283.1, 8.1, -13.7[16.7 µM]
COC(=O)c1ccc(C(c2c(C)n(C)n(-c3ccccc3)c2=O)c2c(C)n(C)n(-c3ccccc3)c2=O)cc1
    0.1, 1.7, -13.8, 1.7, 4.5, 10.1, 3.8, 2.5
O=C(c1ccco1)N1CCN(C(=O)c2ccc(Br)o2)CC1
    -5.3, -0.4, 8.3, -2.4, 4.7, 8.6, 0.8, -7.6
Cc1noc(C)c1NC(=O)N(C)C[C@@H]1Oc2ccc(NS(=O)(=O)c3cccs3)cc2C(=O)N([C@@H](C)CO)C[C@H]1C
    -1.1, -1.5, 6.6, 0.8, 8.7, -51.0, nt, 2.5[16.7 µM]
CC(C)C#Cc1cnc2c(c1)C(=O)N([C@@H](C)CO)C[C@@H](C)[C@H](CN(C)C(=O)Cc1ccncc1)O2
    1.2, -10.0, -8.7, 2.5, -3.3, -38.8, -8.7, -0.5[16.7 µM]
O=C(Nc1ccc(OC(F)(F)F)cc1)c1cnc2n(c1=O)CCS2
    -1.5, 1.1, 1.4, 2.3, 4.2, 46.9, 2.2, 4.9
O=S(=O)(c1ccc(F)cc1)N1CCCCN2[C@@H](CO)[C@H](c3ccc(-c4ccccc4)cc3)[C@@H]2C1
    1.4, 13.6, -14.9, -2.5, -13.6, nt, nt, -26.2[16.7 µM]
CCC(=O)Nc1ccc2c(c1)C(=O)N(C)[C@@H]1CC[C@H](CC(=O)N[C@@H](C)c3ccccc3)O[C@H]1CO2
    4.5, 23.4, 17.6, 1.8, -4.2, -9.4, 4.1, 0.0[16.7 µM]
COc1cc(OC)c(NC(=O)c2cc(S(=O)(=O)N3CCOCC3)cn2C)cc1Cl
    -2.7, -1.3, 6.2, -1.2, -1.3, -19.5, 3.9, 13.3
COc1cccc(CNC(=O)COC(=O)CN2C(=O)NC3(CCCCC3C)C2=O)c1 (stereo not drawn)
    1.4, 0.7, -3.3, -1.7, 6.6, -2.0, 12.7, -9.4
CCOC(=O)C1CCCN(C2=NC(=O)/C(=C/c3ccc(OC)c(OC)c3)S2)C1 (stereo not drawn)
    3.0, 4.2, 24.5, 4.0, -2.7, 3.5, -2.5, -2.9
C[C@H]1CN([C@@H](C)CO)C(=O)c2cccc(NC(=O)C3CC3)c2O[C@@H]1CN(C)Cc1ccc(-c2ccccc2)cc1
    0.7, 16.7, -7.8, -0.4, -17.2, 21.9, nt, -5.8[16.7 µM]
C[C@@H]1CN([C@H](C)CO)C(=O)c2cc(C#Cc3ccc(F)cc3)cnc2O[C@@H]1CN(C)Cc1ccccn1
    0.0, -0.8, 4.3, 2.4, 4.3, -3.0, nt, -0.6[16.7 µM]
COc1cc(NC(=O)c2cccs2)c(C(=O)OCC(=O)NCc2ccco2)cc1OC
    6.9, -0.8, nt, nt, -11.1, 105.5*, nt, -2.6
COC(=O)c1c(NC(=O)c2ccco2)sc(C(=O)N2CCCC2)c1C
    -4.7, -0.9, 15.0, 2.2, 5.8, -3.6, nt, nt
CC(=O)Nc1cccc(Oc2cc(C#N)c(C#N)cc2N2CCCCCC2)c1
    -8.2, 1.0, nt, nt, 4.4, 2.7, nt, -1.3
CCCCn1c(/N=C/c2ccc(N(C)C)cc2)nc2ccccc21
    -0.4, 2.8, nt, nt, 7.2, nt, 3.8, 3.2
CCCNC(=O)C1(C)CCCN(C(=O)c2ccc(C)c(F)c2)C1 (stereo not drawn)
    2.0, -0.3, -9.7, 0.4, 5.1, -1.4, nt, 1.4
CC(C)C#Cc1ccc2c(c1)O[C@H](CN(C)C(=O)Nc1ccccc1)[C@@H](C)CN([C@H](C)CO)S2(=O)=O
    0.4, 1.5, -20.0, -2.5, 16.8, 17.9, nt, -4.1[16.7 µM]
CCN(CCNC(=O)c1ccc(CSc2nc3ccncc3[nH]2)cc1)c1ccccc1
    0.9, -0.8, -7.5, -4.3, -11.1, 4.1, -5.0, -6.0
CC(C)(C)c1ccc(-c2nc(-c3ccncc3)no2)cc1
    3.2, -10.5, -12.2, 4.6, 9.2, -19.8, nt, 0.1
O=C1C=CC(=O)N1Cc1ccccc1
    12.0, -0.6, nt, 3.2, 4.2, -2.7, -10.5, -1.7
CC1CCC2(CC1)NC(=O)N(CC(=O)Nc1cccc(C#N)c1)C2=O (stereo not drawn)
    -5.3, -2.1, -1.6, 0.2, -2.7, 6.2, -19.8, -0.8
O=C(c1ccccc1F)N1CC[C@@H]2[C@H]1c1cc(-c3ccc(F)cc3)ccc1N[C@@H]2CO
    -0.1, -9.7, -1.3, 2.8, -2.9, 20.9, 4.2, 2.3[16.7 µM]
COc1ccccc1CNC(=O)C[C@H]1C[C@@H]2c3cc(NC(=O)C4CCC4)ccc3O[C@@H]2[C@@H](CO)O1
    1.4, -2.9, -9.1, -0.7, -0.7, -6.4, 11.9, 4.6[16.7 µM]
COc1ccccc1-c1cc(C(=O)NCCc2ccccc2)no1
    -2.2, -0.1, nt, nt, 2.2, -46.6, -3.3, 45.3
Cc1cccc(-n2c(SCC(=O)N3CCC(C(=O)O)CC3)nc3ccccc3c2=O)c1C
    -2.4, -1.1, -0.7, -2.5, nt, 3.2, 5.1, -4.3
COC(=O)/C=C1/SC(=NC(=O)c2ccccc2)NC1=O
    nt, nt, nt, -0.1, 0.6, -1.7, -2.9, 0.5
